From PubChem
TrxR1 substrate – is turned over as a substrate by rat TrxR1; O89049; purified TrxR1 substrate turnover, NADPH consumption readout; Potency, µM (doses to about 114 µM), without a hit: at the top dose activity change, negative = substrate turnover; 0.01% of 390,000 active; AID 588456; note: potency is the fitted concentration of half-maximal effect; % is set by controls: 0 for no effect and ±100 for the full control effect; nearly all actives have a fitted effect of over 50% in size
Target sequence (O89049 whole entry, looked up): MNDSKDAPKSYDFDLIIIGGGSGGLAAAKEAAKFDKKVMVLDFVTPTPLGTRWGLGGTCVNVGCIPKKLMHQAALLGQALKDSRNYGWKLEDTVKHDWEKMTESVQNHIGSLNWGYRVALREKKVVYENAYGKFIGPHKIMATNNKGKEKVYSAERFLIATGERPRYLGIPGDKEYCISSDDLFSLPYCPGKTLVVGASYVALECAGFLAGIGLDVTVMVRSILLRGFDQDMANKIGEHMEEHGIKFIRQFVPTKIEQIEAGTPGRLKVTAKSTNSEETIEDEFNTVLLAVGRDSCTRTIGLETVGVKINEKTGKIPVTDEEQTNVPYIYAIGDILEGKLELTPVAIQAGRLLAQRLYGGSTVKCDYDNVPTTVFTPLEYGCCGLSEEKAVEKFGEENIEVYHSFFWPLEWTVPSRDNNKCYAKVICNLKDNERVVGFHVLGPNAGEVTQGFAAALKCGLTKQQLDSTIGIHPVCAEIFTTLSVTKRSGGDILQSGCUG
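Rat TrxR1, dispensed at 90 nM, was prereduced with 400 uM NADPH (final) for 5 min at ~22 deg C, then incubated with compound 15 min before 400 uM selenite. A first-read NADPH fluorescence drop versus no-compound background flagged substrates.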
TRHR agonist – agonists of human TRH receptor; TRHR cells, calcium flux fluo-8, FDSS agonist mode; 0.18% of 360,000 active; activation, % at 2 µM; in the data active = activation above about 30%; note: 0% is about no effect
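Agonist-mode FDSS calcium read (Ex 480/Em 530, 1 s cycles) in 1536-well TRHR cells with fluo-8 dye, after 10-cycle baseline and 23 nL compound addition; TRH at EC20 (10 nM final) added afterwards for the enhancer phase.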
Pin1 inhibitor – blocks the human prolyl isomerase Pin1; Potency, µM (series often up to 115 µM), for the others: at the top dose activity, negative = inhibition, most hits filed as inhibitors; 0.009% of 390,000 active; Pin1 FP peptide displacement, HiFluor488, 10 min; active = well fitted inhibition curve with a large enough effect in the polarisation, with a control signal flat, not every such curve was filed as active; inconclusive = small, poorly fitted or top-dose-only effect, or effect the other way, or a change in a side signal; inactive = no such curve, though single readings can be large or run the other way; the % refers to the polarisation; note: potency is the fitted concentration of half-maximal effect; % is set by controls: 0 for no effect and ±100 for the full control effect
Target sequence (Q13526 whole entry, looked up): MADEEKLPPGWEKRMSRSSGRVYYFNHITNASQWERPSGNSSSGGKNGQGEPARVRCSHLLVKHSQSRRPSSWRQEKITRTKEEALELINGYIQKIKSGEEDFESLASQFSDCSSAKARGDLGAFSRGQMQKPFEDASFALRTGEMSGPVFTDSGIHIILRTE
TRHR PAM – allosteric enhancers of human TRH receptor. P34981. TRHR cells, fluo-8 calcium fluorescence, EC20 TRH enhancement. enhancement, % at 2 µM. 0.66% of 360,000 active. AID 493056; in the data active = enhancement above about 30%; note: 0% is about no effect
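TRHR-expressing cells loaded with fluo-8 calcium dye were read kinetically (ex 480/em 530) during compound addition, then stimulated with an EC20 of TRH (10 nM final). Enhancement of the Gq-mediated intracellular calcium response was scored.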
D2 antag – antagonists of human D2 dopamine receptor | P14416 | HEK293 TREx D2 cells, calcium flux, dopamine EC80 | inhibition, % at 10 µM | 2% of 340,000 active; in the data active = inhibition above about 30%; note: 0% is about no effect
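Calcium flux kinetic readout in an inducible HEK293 TREx D2 line plated overnight at 30 C. After 180 s compound exposure, an EC80 dopamine challenge follows with another 180 s kinetic read to detect antagonism.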
USP1-UAF1 inh – inhibitors of human USP1/UAF1 deubiquitinase | recombinant USP1/UAF1, Ub-Rhodamine cleavage fluorescence | Potency, µM (highest dose often 57.1 µM), inactives show at the top dose activity change, negative = inhibition, usual class: inhibitors | 0.23% of 390,000 active | O94782 | AID 743255; note: potency is the fitted concentration of half-maximal effect; % is set by controls: 0 for no effect and ±100 for the full control effect; nearly all actives have a fitted effect of over 60% in size; inactives centre near -12
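High-throughput fluorogenic screen: 1nM USP1/UAF1 complex, Ub-Rho substrate 150nM final, 50mM HEPES pH 7.8 with 0.5mM EDTA, 0.1 mg/ml BSA, 1mM TCEP and 0.01% Tween-20.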
rTrxR1 inhibitor – blocks rat thioredoxin reductase 1 | recombinant rTrxR1, NADPH fluorescence consumption, selenite substrate | Potency, µM (series often up to 114 µM), without a hit: at the top dose activity change, negative = inhibition, usual class: inhibitors | 1% of 390,000 active | AID 588453 | O89049; note: potency is the fitted concentration of half-maximal effect; % is set by controls: 0 for no effect and ±100 for the full control effect; nearly all actives have a fitted effect of over 65% in size
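Rat TrxR1 (90 nM in the dispensed reagent) was pre-reduced with 400 uM NADPH for 5 min at room temperature, then incubated with compound for 15 min. After 400 uM selenite was added, NADPH fluorescence (Ex 340/Em 450 nm) was followed for 8 min.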
D2 agonist – agonists of human D2 dopamine receptor. HEK293 T-REx D2 cells, calcium flux agonist mode. 0.53% of 340,000 active. P14416. activation, % at 2 µM;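 active = activation over 3 SD above normal in the single-dose calcium agonist read, cut at about 30% in these data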; note: 0% is about no effect
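Calcium-flux readout, 1 cycle/sec over 180 s following compound pin transfer, in inducible HEK293 Trex D2 cells (force-coupled); dopamine controls included. Positive calcium responses during this window marked compounds as potential agonists.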
IDH1 R132H inh – human IDH1 R132H inhibition. O75874. IDH1-R132H enzyme, NADPH consumption, diaphorase/resazurin fluorescence. Potency, µM (doses to about 76.6 µM), without a hit: at the top dose activity change, negative = inhibition, most hits filed as inhibitors. 0.093% of 390,000 active. AID 602179; note: potency is the fitted concentration of half-maximal effect; % is set by controls: 0 for no effect and ±100 for the full control effect; nearly all actives have a fitted effect of over 65% in size
Target sequence (O75874 whole entry R132H, stated change not applied): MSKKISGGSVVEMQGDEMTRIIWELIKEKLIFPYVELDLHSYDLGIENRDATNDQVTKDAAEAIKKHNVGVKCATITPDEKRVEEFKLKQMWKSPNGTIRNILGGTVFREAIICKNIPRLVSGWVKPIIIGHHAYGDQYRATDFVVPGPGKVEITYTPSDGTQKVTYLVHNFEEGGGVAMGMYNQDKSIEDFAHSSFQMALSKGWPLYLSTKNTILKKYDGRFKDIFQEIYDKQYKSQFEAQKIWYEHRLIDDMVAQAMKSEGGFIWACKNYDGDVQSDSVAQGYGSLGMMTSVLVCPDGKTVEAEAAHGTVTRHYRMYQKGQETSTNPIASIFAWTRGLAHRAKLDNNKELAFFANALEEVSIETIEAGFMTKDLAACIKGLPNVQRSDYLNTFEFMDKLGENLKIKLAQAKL
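IDH1-R132H (0.5 ug/mL dispensed) in pH 7.5 Tris buffer was preincubated 30 min with compound, then given a substrate mix of 0.016 mM NADPH and 2 mM alpha-KG for 80 min at room temperature; remaining NADPH was read by diaphorase/resazurin fluorescence.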
Active calls of the source: *; ? = inconclusive; nt = no result given; [ ] = remark or other dose. Unless noted, calls come from the whole dose curve; as a rule, active = well fitted inhibition curve with a large enough effect; inconclusive = small, poorly fitted or top-dose-only effect; inactive = no such curve, though single readings can be large or run the other way.

SMILES | TrxR1 substrate | TRHR agonist | Pin1 inhibitor | TRHR PAM | D2 antag | USP1-UAF1 inh | rTrxR1 inhibitor | D2 agonist | IDH1 R132H inh
O=C(c1c(F)c(F)c(F)c(F)c1F)N1CCN(c2cccc(C(F)(F)F)c2)CC1 | -10% | -0.1 | 2% | 31* | -4 | -17% | 4% | -1.6 | 9%
COC(=O)c1sccc1S(=O)(=O)N1CCN(c2ccccc2)CC1 | 1%[57.1 µM] | 0.2 | -5% | 13 | nt | -23% | -8%[57.1 µM] | 0.2 | 2%
CCO[C@H]1OC(C(=O)O)=C[C@@H](C2CCCCC2)[C@@H]1CCCO | -5% | 0.4 | 17% | -1 | -3 | -16% | 1% | -0.1 | -7%
CN(NC(=O)C(C)(C)C)c1nc(-c2ccccc2)nnc1C(F)(F)F | 5% | 0.8 | -1% | -3 | -2 | -16% | 18% | 0.8 | 2%
COc1ccc(C(=O)CSc2nnnn2C)c(OC)c1 | 5%[57.1 µM] | -0.1 | -5% | 5 | -2 | 10% | 14% | 0.1 | -5%
Cc1ccccc1C(=O)NC1CCN(C(=O)N2CCOCC2)CC1 | 2% | -0.7 | 7% | 6 | 12 | 3% | 12% | 0.0 | -4%
O=[N+]([O-])c1ccc(C2CC(c3ccccc3)=Nc3ccccc3S2)cc1 (stereo not given) | 6%[2.29 µM] | 0.8 | 2% | 8 | -12 | ? | 18%[2.29 µM] | -0.4 | -1%
O=C(COC(=O)c1cnccn1)NC1CCCc2ccccc21 (stereo not given) | 5% | nt | -12% | nt | nt | 4% | 11% | nt | -4%
O=C(CCc1ccccc1)NNC(=O)c1cc(Cl)ccc1O | 69%[activator] | 0.1 | -6% | -3 | 18 | -18% | 19% | -0.5 | -4%
CS(=O)(=O)N(CC(=O)N1CCN(Cc2ccccc2)CC1)c1ccc(F)cc1 | 7% | 0.1 | 5% | 6 | -9 | -7% | 8%[11.4 µM] | 0.4 | 1%
CCc1nnc(NC(=O)C2CCCN(S(=O)(=O)c3ccc(OC)cc3)C2)s1 (stereo not given) | -6% | -0.1 | ? | -5 | -2 | -2% | 31%[activator][57.1 µM] | 0.3 | 0%
C#CCSc1nnc(-c2ccccc2)c(=O)[nH]1 | -5% | 0.7 | -3% | 4 | -27 | -6% | 14%[0.457 µM] | 1.3 | 5%
COCCn1c(-c2ccc(OC)cc2)nc2oc3cc(OC)ccc3c(=O)c2c1=O | 10% | -0.6 | -6% | 0 | 15 | ? | 3% | -0.1 | 1%
O=c1[nH]c2ccc(NC(=S)Nc3ccccc3)cc2[nH]1 | -5% | -0.3 | 1% | 1 | -20 | -17% | 12%[57.1 µM] | -0.2 | 5%
CCOC(=O)c1c(NC(=O)c2ccoc2C)sc(C)c1C | 16% | 0.0 | -2% | -4 | 19 | -10% | 14% | 0.5 | 1%
COc1ccccc1C(=O)NC(=S)Nc1ccc(NC(=O)c2ccco2)cc1 | -8% | 0.6 | 0% | 1 | -7 | -6% | -25% | -1.8 | -2%
O=S(=O)(c1ccc(F)cc1)N1CCN(c2ccc(-c3ccccc3)nn2)CC1 | 5%[57.1 µM] | 0.6 | 8% | 2 | 0 | -25% | 24%[57.1 µM] | 0.4 | -4%
COc1ccc(-c2cc(C)no2)cc1S(=O)(=O)Nc1cccc(C(F)(F)F)c1 | -5%[57.1 µM] | 0.5 | ? | 7 | nt | -2% | 5%[57.1 µM] | 0.2 | 15%
COc1ccc(NC(=O)COC(=O)c2n[nH]c3ccccc23)c(OC)c1 | 2% | 0.0 | 17% | -3 | 8 | -20% | 15% | 0.1 | -9%
Clc1cnc(Nc2cccnc2)c(Cl)c1 | -3% | -0.8 | 0% | 4 | -9 | -2% | 10% | -0.7 | 4%
O=C(c1cc(COc2ccc3ncccc3c2)on1)N1CCCC(O)C1 (stereo not given) | 6% | -0.9 | -20% | 11 | -18 | 0% | 21% | -1.1 | -13%
COc1cc(C(=O)NC(c2ccccc2)c2ccccc2)cc(OC)c1OC | 8%[57.1 µM] | -0.5 | 1% | -2 | -1 | -16% | 22%[57.1 µM] | -3.5 | 2%
O=C(CSc1cccc[n+]1[O-])Nc1cccc(S(=O)(=O)NC2=NCCCCC2)c1 | -1%[57.1 µM] | 0.2 | 0% | -14 | -14 | -21% | 2%[57.1 µM] | 1.0 | -1%
COc1ccc(Cc2noc(-c3ccc(OC)c(OC)c3)n2)cc1OC | 5% | 0.7 | ? | 0 | 4 | -9% | -3% | -0.2 | 7%
COc1ccc(-c2n[nH]c3c2cnc2ccc(F)cc23)cc1 | 0%[57.1 µM] | 0.7 | -5% | 1 | nt | -22% | 9%[57.1 µM] | -0.7 | 0%
CCn1c(SCC(N)=O)nnc1-c1cc2c(C)nn(-c3ccccc3)c2s1 | -12% | -0.5 | -3% | -3 | 0 | -12% | -16% | -0.5 | -3%
Cc1cc(C(=O)NCc2cccs2)cs1 | -3% | 0.5 | 1% | -1 | -11 | -11% | 3% | 1.1 | 1%
Fc1ccc(C(NCCc2ccc(Cl)cc2)c2nnc(-c3ccccc3Cl)o2)cc1 (stereo not given) | 3% | 3.1 | 1% | -4 | nt | -25% | 17% | 2.6 | 26%
COc1ccc(S(=O)(=O)Nc2cc3c4c(c2)C(C)C(=O)N4CCC3)cc1OC (stereo not given) | -3%[57.1 µM] | 0.3 | -8% | 0 | 26 | -6% | ? | -0.3 | 14%
CCN(C(=O)COC(=O)c1nn(-c2ccccc2)c(=O)c2ccccc12)C1CCS(=O)(=O)C1 (stereo not given) | 0% | -0.6 | -1% | -2 | -11 | -14% | 5% | -1.3 | 10%
CCn1c(COc2ccc(C(C)C)cc2)nnc1SCC(=O)Nc1nccs1 | 2% | -0.4 | -1% | -1 | 10 | -1% | 34% | -0.5 | 4%
CN(CCCC(=O)Nc1ccc(OC(F)F)cc1)S(=O)(=O)c1ccc(F)cc1 | -1%[57.1 µM] | -2.3 | -1% | 5 | -12 | -12% | 17%[57.1 µM] | -1.9 | 6%
COc1ccccc1NC(=O)c1ccc2nsnc2c1 | -3% | -0.1 | -15% | 1 | -4 | 6% | 3% | -0.7 | 5%
Cc1ccc(NC(=O)c2ncn(CCCN(CCCn3cnc(C(=O)Nc4ccc(C)c(C)c4)n3)Cc3ccc4[nH]ccc4c3)n2)cc1C | 6% | nt | 21% | nt | nt | -20% | 15% | nt | -3%
CC(=O)c1ccccc1C(=O)N(C)C1CCCN(Cc2ccccc2F)C1 (stereo not given) | 8%[57.1 µM] | 0.8 | 2% | -11 | nt | -4% | 5%[57.1 µM] | nt | 5%
O=C(CCCCCN1C(=O)c2ccccc2C1=O)NCc1ccccn1 | 1% | nt | -5% | nt | nt | -25% | -10%[0.457 µM] | nt | 1%
Cc1ccc(CN2Cc3cccc4c3[C@@H](CC2=O)[C@H](O)[C@H](O)C4)cc1 | 7% | -0.2 | -4% | 0 | 4 | -31% | 15% | 0.2 | -2%
CCc1ccc(NC(=O)C2CCN(S(=O)(=O)c3ccc4[nH]c(=O)ccc4c3)CC2)cc1 | 13% | 0.4 | 1% | 1 | 21 | -12% | 29% | -0.6 | 17%
Cc1ccc(S(=O)(=O)N2CCN(C(=O)COC(=O)COc3ccc(Cl)cc3)CC2)c(C)c1 | -4% | nt | -6% | nt | nt | -5% | 6% | nt | -5%
CC(=O)c1cccc(Nc2nc(-c3ccccc3)nc3ccccc23)c1 | 14%[57.1 µM] | 0.3 | 3% | 8 | -4 | -13% | 16% | 0.5 | -7%
COc1ccccc1OCc1ccc(C(=O)Nc2ccncc2)o1 | -6% | 0.5 | 0% | 3 | -3 | 7% | -4% | 1.4 | -6%
Cc1ccc(S(=O)(=O)c2nnn3c2nc(N2CCCCC2)c2ccccc23)cc1 | -3% | -0.1 | -6% | -4 | -6 | -3% | -2% | 0.7 | 14%
Cc1c(CNC(=O)C2CCC(=O)N(CCc3ccccc3)C2)cnn1C (stereo not given) | -5% | 0.1 | -3% | 3 | -3 | -7% | 4% | 0.6 | 10%
O=C(OCC1CCCO1)c1ccc2c(c1)N(Cc1ccccc1Cl)C(=O)c1ccccc1S2(=O)=O (stereo not given) | -4%[57.1 µM] | -0.5 | 17% | 6 | nt | -14% | 13%[57.1 µM] | 0.0 | 4%
COc1ccc(-n2ncc(N(C)n3cccc3)c(Cl)c2=O)cc1 | -2% | -0.1 | -3% | 1 | 1 | -18% | -5% | -0.2 | -1%
COc1ccccc1NS(=O)(=O)c1ccc(C(=O)N2CCN(c3ccccc3O)CC2)cc1 | -3% | 0.5 | -20% | -4 | -21 | -1% | -10% | 0.1 | 2%
CCOC(=O)N1CCN(Cc2ccc3c(c2)OCO3)CC1 | 6%[57.1 µM] | 0.2 | 1% | -9 | 81* | -24% | 14%[57.1 µM] | 86* | 4%
COc1cc(/C=C/C(=O)OCC(=O)N2CCCc3ccccc32)ccc1OC(F)F | 5% | -0.3 | -20% | 6 | -4 | -4% | 16% | -0.3 | 4%
S=c1[nH]nc(CSCc2ccc(Cl)cc2Cl)n1-c1ccccc1 | -8% | 0.4 | ? | -1 | 18 | -4% | ? | 0.1 | -1%

Whole records as entered above.
Shown for CCc1ccc(NC(=O)C2CCN(S(=O)(=O)c3ccc4[nH]c(=O)ccc4c3)CC2)cc1 = TrxR1 substrate: 13%; TRHR agonist: 0.4; Pin1 inhibitor: 1%; TRHR PAM: 1; D2 antag: 21; USP1-UAF1 inh: -12%; rTrxR1 inhibitor: 29%; D2 agonist: -0.6; IDH1 R132H inh: 17%
Shown for CC(=O)c1cccc(Nc2nc(-c3ccccc3)nc3ccccc23)c1 = TrxR1 substrate: 14%[57.1 µM]; TRHR agonist: 0.3; Pin1 inhibitor: 3%; TRHR PAM: 8; D2 antag: -4; USP1-UAF1 inh: -13%; rTrxR1 inhibitor: 16%; D2 agonist: 0.5; IDH1 R132H inh: -7%

Some of the compounds tested; rates above refer to the full screens.
